A-T KAP1 phos – qHTS Assay for Identifying a Potential Treatment of Ataxia-Telangiectasia | […] A-T fibroblasts, KAP-1 phosphorylation AlphaLISA; neocarzinostatin DNA damage 30 min before lysis | Potency, µM (highest dose often 57.5 µM), for inactives: at the top dose activation, actives largely listed as activators | 320,000 tested, 0.19% active | AID 485349, 2010; also: potency is read from the fitted curve at half-maximal effect; % of control where 0% means no effect; nearly all actives have a fitted effect of over 45% in size
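hTERT-immortalized A-T patient fibroblasts ([…]), 500 cells/well in OPTI-MEM, 1% FBS, got compounds for 60 min, then NCS for 30 min at 37C. Lysates were then assayed for phospho-KAP-1 by AlphaLISA (anti-pKAP1 donor, anti-KAP1 acceptor beads), 6 hr at 25C.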
TSG101-PTAP inh – qHTS Assay for Iinhibitors of HIV-1 Budding by Blocking the Interaction of PTAP/TSG101; Tumor susceptibility gene 101 protein (Homo sapiens), Q99816; Fluorescence polarization, FITC-PTAP peptide / Tsg101 binding; Potency, µM (doses to about 115 µM), inactives show at the top dose activity change, negative = inhibition, actives largely listed as inhibitors; 340,000 tested, under 10 active; AID 493005, 2010; active = well fitted inhibition curve with a large enough effect in the main read-out, with a control signal flat, not every such curve was filed as active; inconclusive = small, poorly fitted or top-dose-only effect, or effect the other way, or a change in a side signal; inactive = no such curve, though single readings can be large or run the other way; also: potency is read from the fitted curve at half-maximal effect; % of control where 0% means no effect
Target sequence (Q99816 whole entry, looked up): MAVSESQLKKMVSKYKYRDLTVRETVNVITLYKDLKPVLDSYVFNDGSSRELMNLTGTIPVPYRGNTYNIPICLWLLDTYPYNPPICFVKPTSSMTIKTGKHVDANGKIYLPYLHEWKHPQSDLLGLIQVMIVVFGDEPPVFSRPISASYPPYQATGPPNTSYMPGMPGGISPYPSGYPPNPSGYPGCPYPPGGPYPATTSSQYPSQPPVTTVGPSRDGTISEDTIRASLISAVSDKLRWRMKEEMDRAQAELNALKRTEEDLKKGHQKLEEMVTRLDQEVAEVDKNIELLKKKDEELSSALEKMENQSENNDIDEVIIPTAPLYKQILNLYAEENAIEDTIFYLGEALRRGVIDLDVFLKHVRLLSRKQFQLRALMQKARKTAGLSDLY
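Fluorescence polarization binding of Tsg101 binding domain (10 uM final) to FITC-labeled PTAP peptide (50 nM final) in HEPES pH 7.5 buffer with NaCl, Tween 20, EDTA, TCEP. Compounds added before peptide; binding 20 min at RT.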
TCR activator – Activators of T cell receptors: qHTS campaign; primary human leukocytes, anti-CD3, IL-2 HTRF, 48 h; Potency, µM (doses to about 9.22 µM), inactives show top-dose activation of IL-2 secretion, hits mostly activators; 330,000 tested, under 10 active; also: % of control where 0% means no effect
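IL-2 release read by HTRF sandwich (Eu cryptate donor, d2 acceptor, 665 nm emission) after 48 hr exposure of primary human leukocytes to compound together with anti-CD3 beads in the absence of co-stimulatory signals.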
S-ASM inh – Inhibitors of Secretory Acid Sphingomyelinase (S-ASM): qHTS. Potency, µM (highest dose often 57.5 µM), without a hit: at the highest dose activity change, negative = inhibition, most hits filed as inhibitors. Sphingomyelin phosphodiesterase (Homo sapiens), P17405. AID 504937, 2011. placental ASM, HMU-PC fluorogenic substrate, 60 min. 340,000 tested, 0.006% active; also: potency is read from the fitted curve at half-maximal effect
Target sequence (P17405 47-631 limits assumed): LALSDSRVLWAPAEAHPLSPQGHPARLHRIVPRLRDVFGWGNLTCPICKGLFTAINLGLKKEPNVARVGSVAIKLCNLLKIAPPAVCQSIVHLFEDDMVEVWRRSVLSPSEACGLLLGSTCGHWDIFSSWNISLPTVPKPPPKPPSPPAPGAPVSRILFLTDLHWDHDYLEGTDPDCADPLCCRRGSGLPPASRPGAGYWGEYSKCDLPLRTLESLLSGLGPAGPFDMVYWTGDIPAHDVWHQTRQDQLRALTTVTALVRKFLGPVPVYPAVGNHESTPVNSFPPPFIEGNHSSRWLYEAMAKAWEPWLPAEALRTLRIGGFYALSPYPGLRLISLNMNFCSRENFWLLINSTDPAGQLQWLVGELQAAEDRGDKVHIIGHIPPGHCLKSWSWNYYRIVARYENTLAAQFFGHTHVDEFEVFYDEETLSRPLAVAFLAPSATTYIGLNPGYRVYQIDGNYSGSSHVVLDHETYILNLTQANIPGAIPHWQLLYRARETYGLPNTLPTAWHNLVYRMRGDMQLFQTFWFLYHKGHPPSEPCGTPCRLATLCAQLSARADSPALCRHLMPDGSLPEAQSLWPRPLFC
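Human placenta-derived ASM preincubated with compound 10 min at room temperature, then reacted with 9 uM (final) fluorogenic HMU-PC substrate for 60 min at 37 C. Stop solution raises pH to 10; fluorescence read at Ex 386/Em 447 nm.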
a7 integrin act – qHTS for Activators of Integrin-Mediated Alleviation for Muscular Dystrophy; alpha7betagal myoblasts, beta-gal FDG fluorescence, 48 h; Potency, µM (doses to about 38.3 µM), without a hit: at the top dose activation, most hits filed as activators; 350,000 tested, 0.064% active; AID 624291, 2012;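 also: potency is read from the fitted curve at half-maximal effect; 100% = response of the positive control SU9516; nearly all actives have a fitted effect of over 60% in size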
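alpha7betagal+/- myoblasts (passage 13, 250/well) treated 48 h at 37C with compounds at 1:260 dilution of DMSO stock. Lysed, then beta-galactosidase activity read as FDG fluorescence (ex 480/em 540) after 30 min, with pre-read for autofluorescence.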
TSHR antag – Antagonists of the Thyroid Stimulating Hormone Receptor: HTS campaign | activity change, negative = inhibition, % at 11.5 µM | 330,000 tested, 0.2% active | TSHR-expressing cells, TSH-stimulated cAMP HTRF, 2 h; active compounds read low;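 active = activity change below a set negative limit, meaning inhibition stronger than a set level, cut at about -70% in these data; inconclusive = activity change between two set negative limits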; also: % is scaled to controls: 0 for no effect and ±100 for the full control effect
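Read-out is FRET at 665 nm (cryptate excitation 337 nm) from a cryptate-tagged anti-cAMP antibody, competed by cell cAMP against cAMP-d2. Compounds are tested on freshly harvested TSHR cells challenged with 4nM TSH (EC80) for 2 hours at 37 deg C.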
MBNL1-CUG inh – qHTS Assay for Inhibitors of MBNL1-poly(CUG) RNA binding | TR-FRET MBNL1-His/biotin-(CUG)12 binding, 665/545 ratio | Potency, µM (top dose mostly 57.5 µM), for inactives: at the top dose activity change, negative = inhibition, usual class: inhibitors | 280,000 tested, 0.036% active; active = well fitted inhibition curve with a large enough effect in the signal ratio, with a control signal flat, not every such curve was filed as active; inconclusive = small, poorly fitted or top-dose-only effect, or effect the other way, or a change in a side signal; inactive = no such curve, though single readings can be large or run the other way; the % refers to the signal ratio; also: potency is read from the fitted curve at half-maximal effect; % is scaled to controls: 0 for no effect and ±100 for the full control effect
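His-tagged MBNL1 binding to biotinylated (CUG)12 RNA was measured by TR-FRET using terbium anti-His antibody (0.055 ng/ul final) and streptavidin-XL665 (5 nM final). Compounds were titrated 92 nM to 58 uM; 60 min at room temperature.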
CXXC DNA block – qHTS Fluorescence Polarization Assay for Inhibitors of MLL CXXC domain - DNA interaction; 290,000 tested, 0.037% active; Histone-lysine N-methyltransferase 2A (Homo sapiens), Q03164; Potency, µM (titrated, usually from 115 µM), inactives show at the top dose activity change, negative = inhibition, actives largely listed as inhibitors; MLL-CXXC / FITC-HOXA9 DNA fluorescence polarization; active = well fitted inhibition curve with a large enough effect in the polarisation, with a control signal flat, not every such curve was filed as active; inconclusive = small, poorly fitted or top-dose-only effect, or effect the other way, or a change in a side signal; inactive = no such curve, though single readings can be large or run the other way; the % refers to the polarisation; also: potency is read from the fitted curve at half-maximal effect
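Purified MLL-CXXC (added from a 7 uM solution) was preincubated 5 min at ambient with pinned compounds in 50 mM Tris-HCl pH 7.5, 50 mM NaCl, 1 mM DTT, 0.05% BSA. Fluorescein-labeled HOX-A9 DNA (50 nM solution) followed, 30 min, then polarization read.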
Mito fusion yeast – qHTS Assay for Small Molecule Inhibitors of Mitochondrial Division or Activators of Mitochondrial Fusion. Potency, µM (series often up to 46.1 µM), without a hit: at the top dose growth rescue (activation), actives largely listed as activators. AID 485298, 2010. S. cerevisiae fusion-defective mutant growth rescue, CellTiterGlo 48 h. 320,000 tested, 0.23% active;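 also: potency is read from the fitted curve at half-maximal effect; % of control where 0% means no effect; nearly all actives have a fitted effect of over 45% in size; temperature-sensitive fusion mutants such as fzo1-1 at 37 °C on non-fermentable ethanol glycerol medium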
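Read-out: ATP-based luminescence (CellTiterGlo, 10 min ambient) reporting growth of fusion-defective ts yeast after 48 hours at 37C on glycerol/ethanol YPEG medium in the presence of compound.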
Menin-MLL TR inh – qHTS Assay for Inhibitors Targeting the Menin-MLL Interaction in MLL Related Leukemias: Competition With Texas Red Labeled MLL-derived Mutant Peptide | O00255 | Menin + Texas Red MLL mutant peptide, fluorescence polarization | Potency, µM (series often up to 61.6 µM), for inactives: at the highest dose FP activity change, negative = inhibition, actives largely listed as inhibitors | 270,000 tested, 0.23% active | AID 1768, 2009; active = well fitted inhibition curve with a large enough effect in the polarisation, with a control signal flat, not every such curve was filed as active; inconclusive = small, poorly fitted or top-dose-only effect, or effect the other way, or a change in a side signal; inactive = no such curve, though single readings can be large or run the other way; the % refers to the polarisation; also: potency is read from the fitted curve at half-maximal effect; % of control where 0% means no effect; many of its hits are not listed in these tables
* marks the source's active call; other numbers are inactive results; ? = inconclusive; . = not tested or not shown; [ ] = dose if it differs, or a comment. Unless noted, calls follow the shape of the dose curve; as a rule, active = well fitted curve in the direction sought with a large enough effect; inconclusive = small, poorly fitted or top-dose-only effect, or another doubt; inactive = no such curve, though single readings can be large; an effect the other way counts as inactive or inconclusive. An excerpt (hit frequency here may not be typical).

SMILES	A-T KAP1 phos	TSG101-PTAP inh	TCR activator	S-ASM inh	a7 integrin act	TSHR antag	MBNL1-CUG inh	CXXC DNA block	Mito fusion yeast	Menin-MLL TR inh
O=S(=O)(c1ccccc1)N1CCN(Cc2ccccc2C(F)(F)F)CC1	12%	-11%	-2%	-3%	-27%	-5	2%	8%	20%	-23%
O=C(Nc1ccc(F)cc1)C1C(c2ccccc2)C1(Cl)Cl (configuration not stated)	2%	-1%	2%[46.1 µM]	-7%	24%	-27	-9%	-3%	28%	?
Cc1ccc(C)c(S(=O)(=O)NCC(=O)N2CCCC2)c1	-3%	3%	2%	1%	3%	10	4%	-8%	0%	-1%
Cc1csc(N2CCCC2c2nc3cc(Cl)c(N4CCCCC4)cc3n2CCCO)n1 (configuration not stated)	.	-9%	-1%	-5%	-5%	.	.	.	.	.
CC(C)(C)OC(=O)N1CCCC(C(=O)Nc2ccc(C(=O)NC3CC3)cc2)C1 (configuration not stated)	.	-7%	0%	8%	0%	.	.	.	.	.
CCOC(=O)N1CCN(c2ccc(S(=O)(=O)N3CCC(C)CC3)cc2[N+](=O)[O-])CC1	-6%	-3%	.	-11%	-21%	-8	.	.	25%	.
Cc1nnsc1C(=O)NNC(=O)c1ccc(C(F)(F)F)cc1	-3%	1%	0%	-2%	-3%	-6	.	0%	6%	.
CN1CCN(C(=O)CCN2C(=O)/C(=C/c3ccc(F)cc3)SC2=S)CC1	-20%	-3%	2%	-1%	-41%	4	?	-9%	11%	.
COC(=O)c1sc(NC(=O)CN2CCN(c3cccc(Cl)c3)CC2)c(C(=O)OC)c1C	.	-4%	-4%	0%	-32%	.	.	.	.	.
Cc1ccc(SCC(=O)Nc2oc(C)c3c(C)n[nH]c(=O)c23)cc1C	-3%	-1%	.	0%	24%	8	.	.	1%	.
CCOC(=O)C(CC)Sc1nnc2n1C(C)(C)Cc1ccccc1-2 (configuration not stated)	6%	-7%	10%	5%	9%	-4	13%	-14%	3%	.
COc1ccc(C2/C(=C(\O)c3ccc4c(c3)OCCO4)C(=O)C(=O)N2Cc2cccnc2)cc1OC (configuration not stated)	-11%	-1%	5%	1%	23%	4	?	1%	-30%[inhibitor]	.
O=C(CC1C(=O)NCCN1Cc1cccc(Oc2ccccc2)c1)NCCc1ccncc1 (configuration not stated)	-2%	-6%	-8%	5%	-4%	-8	2%	-1%	-2%	-2%
O=c1c2[nH]cnc2n(-c2ccc(F)cc2)c(=O)n1Cc1ccccc1	-5%	-17%	-3%	0%	-56%[inhibitor]	33	-5%	?	-2%	3%
CCOC(=O)c1cc(S(=O)(=O)N2CCC(C)CC2)cn1C	3%	-9%	2%	4%	-1%	13	-4%	-2%	2%	.
Cn1c(N)c(C(=O)CSc2nc(C3CC3)n(-c3ccccc3)n2)c(=O)[nH]c1=O	7%	-1%	2%	1%	0%	-2	.	.	1%	.
CCOc1ccc(Cl)cc1/C=C1/C(=O)ON=C1C	9%	-7%	-4%	2%	3%	7	2%	-3%	10%	19%
CN(C)c1ccc(P(=O)(OCc2ccccc2)C(O)c2ccccc2)cc1 (configuration not stated)	-2%	-3%	1%	-5%	-13%	5	.	7%	2%	.
CC(C)CC(=O)NC(=S)Nc1ccc(S(=O)(=O)NC(C)(C)C)cc1	-8%	-3%	0%[46.1 µM]	-4%	16%	-8	.	15%	2%	4%
NC(=S)Nc1cc(Cl)cc(Cl)c1	5%	-4%	5%	4%	-8%	-4	-10%	10%	2%	.
O=C(Nc1ccc(N2CCOCC2)cc1)c1ccc2nc(-c3ccco3)c(-c3ccco3)nc2c1	-4%	-1%	.	0%	-2%[7.66 µM]	-6	?	11%	1%	?
O=C(O)C1C2C=CC(C2)C1C(=O)NCc1ccc(Cl)cc1Cl (configuration not stated)	-1%	-4%	.	-4%	0%	-7	-1%	-5%	-2%	11%
CCOc1nc(N=C(N)N)nc2c(C)cccc12	5%	0%	-2%	13%	9%	4	2%	36%[activator]	2%	-11%
CC(=O)Nc1cccc(NC(=O)Cc2cccs2)c1	4%	-5%	5%	2%	8%	-13	6%	-12%	2%	?
COCCn1c(=S)[nH]c2cc(C(=O)N3CCN(c4ccc(F)cc4)CC3)ccc2c1=O	-3%	0%	-27%	-2%	-35%	-8	2%	1%	0%	-3%
COc1ccccc1NC(=S)NC1CCCC1	.	0%	-1%	2%	-12%	.	.	.	.	.
CCC/C(C)=N\Nc1nc2c(c(=O)n(C)c(=O)n2C)n1C	-8%	-5%	4%	0%	-47%[inhibitor]	2	0%	-8%	-3%	.
Cc1cccc(C)c1NC(=O)CSc1nc(C)c(CC(=O)c2ccc(Br)cc2)c(C)c1C#N	-1%	0%	-1%	-3%	19%	6	50%[activator]	?	2%	-23%
COc1ccccc1CC(=O)O/N=C(\N)Cc1cccc2ccccc12	10%	-4%	1%	-3%	-5%	-8	10%	6%	5%	6%
Cc1cc(C)cc(NC(=O)CSc2nc(=O)n3cc(C)ccc3n2)c1	-3%	-5%	8%	-1%	-12%	2	.	.	0%	.
CC1CC(C)CN(S(=O)(=O)c2ccc(C(=O)OCC(=O)NCCN3C(=O)CSC3=O)cc2)C1 (configuration not stated)	5%	-1%	6%	9%	-8%	-2	-2%	2%	6%	8%
CC(=O)c1c(C)[nH]c(C(=O)NCc2ccco2)c1C	3%	-1%	1%	-4%	-5%	1	-5%	9%	6%	1%
CCS(=O)(=O)c1ccc(O)c(NC(=O)Nc2ccccc2OC)c1	-3%	0%	-7%	-1%	-29%	5	-5%	3%	1%	.
CCOCCCNC(=O)CCc1nnc2ccc(N3CCCCC3)nn12	-7%	1%	2%	4%	7%	1	5%	30%[activator]	5%	4%
O=C(COC(=O)c1cccnc1Cl)c1ccc(OC(F)F)cc1	2%	0%	-43%	-2%	-5%	4	-2%	-3%	-2%	6%
O=C(CC1C(=O)NCCN1C(=O)Nc1ccc(F)cc1F)Nc1cc(Cl)ccc1Cl (configuration not stated)	-7%	0%	-4%	0%	6%	10	-3%	-15%	6%	.
CC(C)(C)c1ccc(-c2ncccc2O)cc1	1%	1%	1%	24%	7%	2	3%	33%[activator]	?	15%
CCN1C(=O)C(CC(=O)Nc2ccc(OC)cc2)N(CCN2CCOCC2)C1=S (configuration not stated)	-1%	0%	-2%	1%	0%	6	-17%	5%	0%	.
Cc1ccccc1NC(=O)NC1(C(=O)NCCCN2CCOCC2)CCCCC1	-1%	-2%	-5%[46.1 µM]	-1%	3%	18	9%	-6%	3%	7%
O=[N+]([O-])CC(=Nc1ccc(Cl)cc1)N/N=C\c1oc(O)c2ccccc12	-2%	-3%	-2%	-1%	4%	-2	8%	19%	-4%	?
COc1ccccc1NS(=O)(=O)c1cc(C(=O)NCC(c2cccs2)N2CCOCC2)ccc1C (configuration not stated)	-2%	0%	3%	.	12%	0	.	.	1%	.
O=C(COC(=O)/C=C/c1ccc(Cl)cc1)NC1CCCCCC1	0%	-2%	2%	0%	5%	1	.	.	1%	.
CCc1ccc(NS(=O)(=O)c2ccc3[nH]cc(C(=O)N4CCc5ccccc54)c(=O)c3c2)cc1	-13%	1%	1%[46.1 µM]	-11%	-1%	-4	4%	-7%	-2%	-1%
COc1ccc(S(=O)(=O)N2CCCC(C(=O)NCC3CCCO3)C2)cc1C (configuration not stated)	5%	-2%	8%	13%	20%	46	-10%	2%	3%	?
COc1ccc(S(=O)(=O)N2CCCCCC2)cc1NC(=O)CN1C(=O)CNC1=O	2%	-4%	0%[46.1 µM]	1%	4%	13	.	.	.	.
O=C(Nc1ccc(Cl)cc1[N+](=O)[O-])c1ccc2c(c1)OCCO2	-3%	2%	0%	.	31%	-1	1%	-4%	-1%	35%[activator]
